Source: PubChem (several laboratories)
HMGR II inh: inhibitors of class II HMG-CoA reductase from Enterococcus faecalis. hit rate 0.41% among 190,000. purified E. faecalis HMGR, NADPH absorbance 340 nm kinetic. inhibition, % at 10 µM. AID 1066;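 active means inhibition above a set limit, the median over all tested compounds plus 3 SD, cut at about 9.5% in these data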;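 further: enzyme runs in reverse so mevalonate oxidation gives rising NADPH absorbance; 0% = complete reaction with DMSO and 100% = background rate lacking mevalonate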
TNAP inh noacc: inhibitors of human TNAP without phosphate acceptor; P05186; purified TNAP, CDP-star luminescence, 30 min; inhibition, % at 20 µM; hit rate 0.26% among 200,000;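 active means tissue-nonspecific alkaline phosphatase inhibition above about 50% at 20 µM in the single-dose screen, limit read from the data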;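 further: 0% = DMSO negative control and 100% = EDTA positive control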
Target sequence (P05186 whole entry, looked up): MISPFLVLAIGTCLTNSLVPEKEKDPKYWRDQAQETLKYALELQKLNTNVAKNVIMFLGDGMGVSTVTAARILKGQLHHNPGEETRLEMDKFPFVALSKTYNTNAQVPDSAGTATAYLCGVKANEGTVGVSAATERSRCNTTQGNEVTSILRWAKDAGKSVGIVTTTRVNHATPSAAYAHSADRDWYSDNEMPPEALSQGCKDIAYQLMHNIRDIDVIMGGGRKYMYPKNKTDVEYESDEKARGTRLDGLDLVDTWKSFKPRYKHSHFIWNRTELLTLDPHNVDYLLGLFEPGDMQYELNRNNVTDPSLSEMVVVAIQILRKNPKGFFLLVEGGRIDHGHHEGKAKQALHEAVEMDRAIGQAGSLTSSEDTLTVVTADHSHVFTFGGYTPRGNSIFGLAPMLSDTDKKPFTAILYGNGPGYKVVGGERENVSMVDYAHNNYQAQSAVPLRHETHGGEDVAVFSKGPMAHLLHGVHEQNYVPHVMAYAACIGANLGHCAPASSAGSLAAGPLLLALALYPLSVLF
PMI act satM6P: increases human PMI activity with near-saturating mannose 6-phosphate; coupled PMI enzyme assay, resazurin fluorescence, 20 min; active compounds read high; 1 = untreated enzyme, 0 = substrate-free blank; activation factor at 20 µM; hit rate 0.34% among 190,000;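 active means activation factor of 2 or more at 20 µM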
Target sequence (P34949 whole entry, looked up): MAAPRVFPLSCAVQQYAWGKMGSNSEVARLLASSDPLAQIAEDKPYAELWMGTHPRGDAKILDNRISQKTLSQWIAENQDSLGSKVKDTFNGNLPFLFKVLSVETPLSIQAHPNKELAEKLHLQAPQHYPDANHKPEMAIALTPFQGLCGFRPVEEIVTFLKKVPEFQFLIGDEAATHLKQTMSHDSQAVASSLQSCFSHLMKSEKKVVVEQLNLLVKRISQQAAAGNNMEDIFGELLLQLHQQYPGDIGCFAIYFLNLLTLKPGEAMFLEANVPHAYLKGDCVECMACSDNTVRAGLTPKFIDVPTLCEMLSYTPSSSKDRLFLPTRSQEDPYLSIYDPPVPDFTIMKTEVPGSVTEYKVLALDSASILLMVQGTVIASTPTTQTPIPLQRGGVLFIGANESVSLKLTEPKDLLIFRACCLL
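Test system: human phosphomannose isomerase with PGI, G6PDH, diaphorase coupling enzymes; amount: 15 ng/mL PMI; incubation: enzyme reaction with compound 20 min at room temperature; technique: resorufin fluorescence (Ex 544/Em 590 nm) from resazurin via diaphorase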
L major viab: Leishmania major promastigote growth inhibition; Leishmania major promastigotes, resazurin fluorescence viability; inhibition, % at 10 µM; hit rate 9% among 200,000; in the data active means inhibition above about 50%;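 further: promastigotes grown with compound for 44 hours at 28 °C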
PMI act: phosphomannose isomerase (human) activation | P34949 | purified human PMI, coupled resazurin fluorescence, 20 min; active compounds read high; 1 = vehicle control, 0 substrate-free wells | activation factor at 20 µM | hit rate 0.005% among 190,000 | AID 1214;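 active means activation factor of 2 or more at 20 µM, relative to plate controls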
S1P3 antag: S1P3 (human) receptor antagonism; Q99500; CHO S1P3 NFAT-BLA reporter, FRET fluorescence, antagonist mode; inhibition, % at 4.98 µM; hit rate 0.27% among 170,000; AID 485;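 active means inhibition above the plate cutoff, the mean inhibition of test wells on that plate plus 3 SD, cut at about 28% in these data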;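 further: cells challenged with S1P at its EC80 of 0.8 µM; blue over green emission ratio from cleaved BLA substrate after 4 h stimulation; 0% = S1P-stimulated wells and 100% = unstimulated DMSO-only wells; some compounds past the cut are filed as inactive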
TNAP inh hi DEA: blocks human TNAP under high phosphate acceptor concentration. P05186. purified TNAP, CDP-star luminescence, 1 M DEA. inhibition, % at 20 µM. hit rate 0.03% among 200,000. AID 1135;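 active means over 50% inhibition of tissue-nonspecific alkaline phosphatase at 20 µM in the single-dose screen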;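 further: plate controls were DMSO wells for no effect and EDTA-quenched wells as full inhibition for full effect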
Redox H2O2 prof: compounds producing H2O2 with reducing agent – biochemical, NIH compound library profiling, artefact control for MLSCN library redox annotation, primary screen. hit rate 0.03% among 200,000. DTT-dependent redox cycling H2O2, phenol red/HRP absorbance; 100% = 100 µM peroxide control, 0% = buffer. activation, % at 10 µM;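 active means activation of at least 50% relative to the plate's high and low controls in the primary single-dose screen; inactive means activation below 50%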;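 further: compound incubated with DTT at 0.8 mM final as the reducing agent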
RAM network inh: blocks the yeast RAM network; S. cerevisiae dse1pr::URA3 reporter, 5-FOA growth OD615, 2 d; analog-sensitive cbk1-as2 kinase mutant strain; inhibition, % at 50 µM; hit rate 1.8% among 190,000; AID 868;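 active means inhibition above a set limit, 3 SD over mean compound inhibition, cut at about 8.4% in these data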;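 further: 0% = DMSO-only wells with no growth and 100% = 10 µM 1-NA-PP1 full growth; inhibition rescues growth on 5-FOA so higher OD means more RAM inhibition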
Hsp70 activator: transcriptional activators of Hsp70. HeLa Hsp70 promoter luciferase reporter, luminescence; scaled: vehicle 0, proteasome-inhibitor control 100%. activation, % at 10 µM. hit rate 0.04% among 200,000. AID 1203;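 active means activation above the mean across all tested compounds plus 3 SD, cutoff set per campaign, cut at about 5.5% in these data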;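 further: 100% = MG132 at 30 µM as the positive control and 0% = DMSO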
Active calls of the source: *; / = no result given.

SMILES	HMGR II inh	TNAP inh noacc	PMI act satM6P	L major viab	PMI act	S1P3 antag	TNAP inh hi DEA	Redox H2O2 prof	RAM network inh	Hsp70 activator
CCOc1ccc(CN2CCN(Cc3cccc4nonc34)CC2CCO)cc1 (centres undefined)	3.3	-12.1	0.9	27.4	0.9	-18.3	-9.2	-1.4	-0.3	0.0
O=C(CCc1ccccc1)Nc1nncs1	1.8	-8.1	1	-2.3	1	/	-4.9	1.9	1.8	0.2
CCc1nnc(NC(=O)CCC(=O)N2CCN(C3c4ccccc4-c4ccccc43)CC2)s1	3.3	-3.6	0.9	51.4*	0.9	3.8	-5.1	0.6	-0.8	-0.7
Cc1ccnc(NC(=O)c2sc3ccccc3c2Cl)c1	3.8	-8.8	1.1	45.8	1.1	-5.2	-3.8	0.3	0.7	0.0
CN1C2=NCCN2C(=O)c2ccccc21	-3.2	-4.0	1.1	3.0	1.1	/	-4.9	0.6	1.8	0.4
COCCNC(=S)N(c1ccccc1)C(C)C	6.0	-1.0	0.9	-2.1	0.9	-10.2	2.1	-0.8	-0.7	-0.2
COc1ccccc1NC(=S)N(Cc1ccco1)Cc1cc2ccc(C)c(C)c2[nH]c1=O	5.4	-46.1	1	43.3	0.8	0.7	1.7	-0.1	6.7	-0.5
O=C(CCNS(=O)(=O)c1cccc2nonc12)NCCc1ccc(Cl)cc1	-2.7	-7.2	0.9	-3.0	0.8	/	-1.8	-2.3	6.4	-0.2
CCOC(=O)c1ccc(CSc2nncn2N)o1	-6.4	-12.8	0.9	-6.1	0.9	/	-4.4	-0.1	-1.0	0.3
CCSC(=Nc1ccccc1)C1=C(O)COC1=O	-6.4	-18.4	1.2	4.0	1.2	-1.2	-9.4	0.1	2.2	-0.1
O=C(NCCCN1CCOCC1)c1cn(-c2ccccc2)nc1-c1cccs1	-15.7	-25.0	1.1	1.2	1.1	/	-0.5	0.3	2.4	-0.3
O=C(CSc1nnc(NC(=O)c2ccco2)s1)Nc1ccc2c(c1)OCCO2	2.2	-11.0	1	-10.7	1	-5.9	-3.1	-0.3	4.5	-0.1
C=CCNC(=O)c1onc(CSc2cccc3ccccc23)c1C(=O)O	2.6	-6.3	0.9	-7.2	0.9	/	1.4	15.3	4.3	-0.1
COc1ccc(OC)c(CCNC(=O)CS(=O)(=O)Cc2nc(-c3ccccc3C)oc2C)c1	-0.4	-11.5	1.3	19.0	1.3	10.5	-0.9	0.7	0.8	0.3
O=C1Nc2ccc(S(=O)(=O)NCc3ccccn3)c3cccc1c23	-3.3	-5.3	0.9	6.7	0.9	-4.5	-1.6	0.2	1.2	-0.3
CCOc1cc(/C=N/NC(=O)CSc2cccc3cccnc23)ccc1O	-3.5	-8.9	0.9	11.7	0.9	-12.6	-6.9	-0.4	0.1	-0.3
Cc1cc(O)c(/C=N/Nc2cccc(Cl)c2)c(=O)o1	1.3	-13.4	2.5*	94.3*	1.5	/	-2.5	-4.3	-1.2	-0.2
COc1ccc(-c2noc(C3CCCN(C(=O)c4ccccc4OC)C3)n2)cc1OC (centres undefined)	-3.0	3.1	1.1	10.9	1.1	-7.3	-5.2	-0.2	-0.8	1.5
COc1cc(OC)cc(C(=O)NNC(=O)Cc2ccc(OC)c(S(=O)(=O)N3CCOCC3)c2)c1	1.3	-34.6	1	-5.5	1	-5.3	0.7	0.5	0.8	-0.4
COc1cccc(CC(NC(C)=O)C(=O)NC2CCN(S(=O)(=O)c3ccc(C)cc3)CC2)c1OC (centres undefined)	-0.1	-6.0	/	-6.1	/	-7.1	-2.9	-0.3	0.2	-0.3
COc1ccc(C2C(C(=O)Nc3ccccc3)=C(C)N=C3SCC(=O)N32)cc1 (centres undefined)	-3.0	-6.5	1	2.1	1	/	-1.0	0.1	0.7	0.2
NC(N)=N/N=C/c1ccc(OCc2ccccc2Cl)cc1	-1.9	6.8	1.1	100.7*	0.9	/	8.9	0.9	2.9	-0.3
C/C(=C1/SC(N2CC(C)OC(C)C2)=NC1=O)c1ccccc1 (centres undefined)	-6.4	-9.9	0.9	4.8	0.9	-29.6	-4.1	0.0	2.4	-0.5
C=CCOc1c(Br)cc(/C=N/NC(N)=O)cc1OC	0.3	-5.6	1	3.4	1	-4.7	-4.5	-0.5	2.3	-0.1
Nc1nc2n(n1)C(c1cccs1)CC(c1ccccc1)N2 (centres undefined)	-3.2	-7.7	1	2.4	1.1	10.1	0.8	2.6	2.0	-0.6

(list continues)
SMILES	HMGR II inh	TNAP inh noacc	PMI act satM6P	L major viab	PMI act	S1P3 antag	TNAP inh hi DEA	Redox H2O2 prof	RAM network inh	Hsp70 activator
Oc1ccc(/C=C/c2ccnc3ccccc23)cc1	-1.9	3.8	1	23.4	1	-1.5	9.9	0.0	-0.9	-0.1
N#CCCN1CCNCC1	-2.6	-5.5	1	-4.7	0.9	/	-0.1	0.1	0.4	-0.5
Cc1ccc(CCNC(=O)Cn2cccc2)cc1	-1.1	-2.9	1	-3.4	1	-33.6	-6.7	0.5	-0.2	-0.2
COc1ccccc1NC(=S)N1CCN(C(c2ccccc2)c2ccccc2)CC1	-4.1	-12.3	1	65.1*	1	0.8	-6.4	-0.5	4.4	-0.2
CC(=O)Nc1ccc(NC(=O)COC(=O)C2c3ccccc3Oc3ccccc32)cc1	0.6	-8.8	0.9	29.1	0.9	-13.0	-4.6	-0.6	0.2	-0.3
CC(=O)NNC(=O)CCn1nnc(-c2ccc(Cl)cc2)n1	-0.1	-18.4	1.1	-3.0	1	-9.8	-2.3	-0.1	2.1	-0.3
Cn1c(=O)n(CCCOc2ccc(Cl)cc2)c2ccccc21	-3.6	-13.4	0.9	1.6	0.9	-57.2	-3.9	3.2	-0.3	0.2
O=c1c2ccccc2ncn1CCCSc1ccc(Cl)cc1	-5.1	-7.4	0.8	-4.4	0.7	/	-3.0	2.0	0.4	0.8
CC(=O)Nc1ccc(-c2nnc(SCC(=O)Nc3ccc4c(c3)oc3ccccc34)n2C)cc1	-0.2	-7.7	1.1	10.4	1	/	-4.8	1.1	3.5	-0.3
COC(=O)C1CCN(C(c2ccc(OC)c(OC)c2)c2sc3nc(C)nn3c2O)CC1 (centres undefined)	1.0	-6.0	0.9	-6.0	1	-26.4	-1.9	-1.4	0.3	/
COc1cccc(OCCOCCNCCO)c1	-3.0	-6.7	0.9	8.8	0.9	-36.7	1.3	0.2	1.1	-0.2
CC1=C(C(=O)Nc2ccccn2)C(c2ccc(Br)cc2)NC(=S)N1 (centres undefined)	-0.4	-1.1	1.1	-0.5	1	-2.3	-1.8	0.0	-0.5	0.1
CCCCc1nc2n[nH]c(N)c2c2c1CCC2	-1.6	-22.4	1	6.5	1	-9.8	-7.9	2.6	0.3	-0.2
COc1ccc(C(=O)Nc2ccc(S(=O)(=O)N3CCCCC3)cc2)cc1	2.5	-3.0	0.9	9.2	0.9	/	-1.8	10.6	2.3	-0.2
CCc1nnc(NC(=O)c2ccc(NC(=O)C(C)C)cc2)s1	-2.4	-13.0	1	-7.3	1	3.5	-5.8	-0.2	1.0	0.0
CCCOC(=O)/C=C/c1c(C)[nH]c(=O)[nH]c1=O	-4.3	-4.6	1	1.2	1	-9.6	-6.0	-0.4	0.4	-0.3
CCN=C(NS(=O)(=O)c1ccc(Br)cc1)c1ccc(Cl)cc1	-5.7	-2.6	0.9	13.4	0.9	6.2	-2.6	-0.1	1.1	-0.3
COc1ccc(OC)c(C2C(C(C)=O)=C(O)C(=O)N2c2ccc(F)cc2)c1 (centres undefined)	-2.6	-2.7	1	-9.4	1.1	-26.3	-11.3	-2.8	0.9	-0.2
COCc1c(C(=O)Nc2nc(C)cs2)oc2ccccc12	-16.1	-0.8	1	12.6	0.9	-9.8	1.8	0.2	1.6	0.7
O=C(N/N=C/c1ccccc1Cl)c1cccc(F)c1	-0.5	-8.5	0.9	39.5	0.9	/	-4.7	1.5	0.9	0.2
Cc1ccc(C(=O)N/C(=C/c2ccco2)C(=O)NCC2CCCO2)cc1 (centres undefined)	0.1	-16.2	0.8	44.4	0.9	-11.0	-1.4	-0.8	-0.1	-0.1
CC1(C)OC2OC(C(=O)N/N=C/c3ccccc3F)C3OC(C)(C)OC3C2O1 (centres undefined)	-6.6	-12.0	1	-6.4	1.1	-11.8	-2.1	0.2	2.3	0.2
NC(=O)C1CCN(C(=O)N2c3ccccc3Sc3ccccc32)CC1	1.6	-11.3	1	15.4	1	-4.4	-7.6	1.4	2.9	0.0
CCCOc1ccc(N2CC(C(=O)Nc3ncccc3C)CC2=O)cc1 (centres undefined)	-3.8	1.3	1	-5.7	1	-6.7	-6.7	1.0	0.5	0.0
CC(=O)Nc1nc(C)nc(C)c1C(C)=O	-0.1	-7.1	0.9	-5.4	0.9	0.5	-2.1	-5.3	1.3	-0.3

Results in RAM network inh and PMI act, for some of the entries so far:
canonical_smiles,RAM network inh,PMI act
CC1=C(C(=O)Nc2ccccn2)C(c2ccc(Br)cc2)NC(=S)N1 (centres undefined),-0.5,1
CCCCc1nc2n[nH]c(N)c2c2c1CCC2,0.3,1
COc1ccc(C(=O)Nc2ccc(S(=O)(=O)N3CCCCC3)cc2)cc1,2.3,0.9

Next part
SMILES	HMGR II inh	TNAP inh noacc	PMI act satM6P	L major viab	PMI act	S1P3 antag	TNAP inh hi DEA	Redox H2O2 prof	RAM network inh	Hsp70 activator
Cn1c(SCC(=O)Nc2cccc(S(=O)(=O)NC3=NCCCCC3)c2)nnc1-c1ccncc1	-2.0	-1.5	1	-11.3	1	-1.8	-3.3	-1.1	3.7	-0.2
COC(=O)c1cc(=O)[nH]c(SCc2cccc(C)c2)n1	-1.7	-4.5	1	-10.3	1	-25.9	0.9	-0.1	0.5	0.5
CN(C)CCNC(=O)COc1ccc(Cl)cc1Cl	-0.9	-10.4	1.2	0.1	1.3	-7.0	-5.5	0.8	1.9	-0.4
CC(=O)N1CCC2(CC1)C/C(=N\NC(=S)Nc1ccc(C)cc1)c1cc(O)ccc1O2	-9.0	-12.5	0.9	-0.2	0.8	-3.7	1.7	-2.0	1.2	-0.4
COCC(C)NCc1ccccc1C (centres undefined)	-1.9	-11.4	1	-1.6	0.9	16.0	-1.5	1.8	2.6	0.0
CC(=O)c1ccccc1OCC(O)CN1CCN(CCN2C(=O)c3cccc4cccc(c34)C2=O)CC1 (centres undefined)	-3.5	3.3	1	99.4*	1	-4.5	1.6	-1.4	1.4	-0.3
CC(=O)Oc1ccccc1C(=O)Oc1ccc(/C=N/n2cnnc2)cc1	-2.8	-7.8	1	0.5	1	4.1	-0.9	1.8	0.3	0.2
COc1ccc(CCC(=O)Nc2nc3c(s2)CN(C)CC3)cc1OC	-2.5	-8.8	1	4.3	1	-9.9	-2.0	-0.6	-0.5	0.2
Cc1cccc(OCC(=O)N/N=C\c2cn(C)c3ccccc23)c1	-7.1	-10.0	1	9.1	0.9	6.3	-6.5	-0.6	1.6	-0.1

Copied from the list:
TNAP inh noacc with COC(=O)c1cc(=O)[nH]c(SCc2cccc(C)c2)n1 is entered as -4.5
PMI act satM6P with Cn1c(SCC(=O)Nc2cccc(S(=O)(=O)NC3=NCCCCC3)c2)nnc1-c1ccncc1 is entered as 1
